H9c2 TAG inh: triacylglycerol accumulation inhibition. inhibition, % at 12.5 µM. AID 651582. H9c2 cells, Nile Red lipid (TAG) fluorescence; cells loaded with 200 µM oleic acid. hit rate 0.66% among 230,000;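 active = pattern-corrected inhibition of lipid staining of at least 50% with the nuclear-stain viability signal not falling by more than 50%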;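 note: 0% = DMSO wells and 100% = triacsin C control wells; some results filed as inactive read as strong as hits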
H9c2 TAG inh DAPI viability: recorded beside H9c2 TAG inh, whose call it bears; DAPI nuclei signal change (viability), lower = more cytotoxic, %;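 whole-well DAPI fluorescence read on a plate reader as a viability signal; minus 50 percent equals half of cells still viable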
* = called active by the depositor. Only part of the results is shown, so the mix of outcomes need not match the whole.

Preview (5 entries):
cpd	Structure	H9c2 TAG inh	H9c2 TAG inh DAPI viability
1	CCOc1ccc(NC(=O)CC2NCCNC2=O)cc1 (stereo not given)	1	-3
2	COc1ccc(-c2nc3n(n2)C(c2ccncc2)C(C(N)=O)=C(C)N3)cc1 (stereo not given)	-3	8
3	CCOC(=O)N1CCN(C(=O)CCCCCn2c(=S)[nH]c3ccsc3c2=O)CC1	-2	0
4	O=C(CSc1nnc(COc2ccccc2Cl)o1)NC(=O)NCc1ccco1	-6	3
5	CCOC(=O)c1ccc(N2C(=O)CC(N3CCOCC3)C2=O)cc1 (stereo not given)	2	1

The list itself (from the top)
cpd	Structure	H9c2 TAG inh	H9c2 TAG inh DAPI viability
1	CCOc1ccc(NC(=O)CC2NCCNC2=O)cc1 (stereo not given)	1	-3
2	COc1ccc(-c2nc3n(n2)C(c2ccncc2)C(C(N)=O)=C(C)N3)cc1 (stereo not given)	-3	8
3	CCOC(=O)N1CCN(C(=O)CCCCCn2c(=S)[nH]c3ccsc3c2=O)CC1	-2	0
4	O=C(CSc1nnc(COc2ccccc2Cl)o1)NC(=O)NCc1ccco1	-6	3
5	CCOC(=O)c1ccc(N2C(=O)CC(N3CCOCC3)C2=O)cc1 (stereo not given)	2	1
6	COc1ccccc1NS(=O)(=O)c1ccc(C)c(C(=O)NNC(=O)c2csc(N3CCOCC3)n2)c1	19	-2
7	COc1cccc(C(=O)Nc2cccc3c2ccc2cccn23)c1	7	11
8	CCn1nnc(NC(=O)c2cc(Cl)c(OC)c(Cl)c2)n1	18	-18
9	CNC(=O)C1CN(C(=O)c2nn(Cc3ccccc3)c(=O)c3ccccc23)c2ccccc2O1 (stereo not given)	-19	11
10	Cn1cc(CNCc2ccccc2OCC(O)CN2CCc3ccccc3C2)cn1 (stereo not given)	-15	22
11	N=C1C(c2nc3ccccc3s2)=C(O)CN1c1ccccc1	-4	1
12	Cc1c[n+]([O-])n(-c2ccc(C(=O)O)cc2)n1	-1	2
13	C[C@H](CO)N1C[C@H](C)[C@@H](CN(C)C(=O)Nc2ccccc2)Oc2cc(Br)ccc2S1(=O)=O	-4	0
14	COc1cccc(CSc2nnc(-c3ccco3)n2C)c1	4	14
15	Cc1nn(C)cc1CNC(=O)c1cccc(F)c1	5	-13
16	CCN(CC)C1Oc2cc3c(cc2C(c2cc(OC)c(O)c(OC)c2)C1C)OCO3 (stereo not given)	8	-10
17	O=C1C=C(c2cccc(CO)c2)C[C@@H](c2ccc(Cl)cc2)C1	11	-7
18	CCN(C(=O)COC(=O)/C(C#N)=C/c1ccc(OC)cc1)C1CCS(=O)(=O)C1 (stereo not given)	1	-1
19	O=C(C[C@@H]1C/C=C\CCC(=O)OC[C@@H]2CCCN2C1=O)N[C@@H](CO)Cc1ccccc1	2	-9
20	Cc1cccc(OCC(=O)N(C)CCc2ccccn2)c1	-7	4
21	COc1ccc(CNC(=O)c2csc(Cc3ccc(Cl)cc3)n2)cc1	-10	5
22	NCCCn1c(C(=O)c2cc(Cl)c(N)c(Cl)c2)c2ccc([N+](=O)[O-])cc2[n+]1[O-]	37	-26
23	COc1cc(-c2cc3nc(NCc4cccc(Cl)c4)ccn3n2)cc(OC)c1OC	23	16
24	COc1ccc(C(O)c2ncc(-c3ccc(Cl)cc3)[nH]2)cc1 (stereo not given)	-20	3
25	Cc1ccc(C(NC(=O)N2CCCC2)C(Cl)(Cl)Cl)cc1F (stereo not given)	-24	1
26	O=C(O)c1ccccc1C(=O)NCCCCCCNC(=O)c1ccccc1C(=O)O	-13	-1
27	CN(C)C(=O)CSc1cnc2ccccc2n1	-8	-3
28	CC(=O)Nc1nc2c(s1)C(=O)NCC(C)(C)C2	4	-4
29	NC(=S)Nc1cccc2cnccc12	-4	0
30	Nc1nc(SCc2ccc(Br)cc2)[nH]c(=O)c1-c1ccccc1	-17	-2
31	Cc1ccc(NC(=S)NNC(=O)c2cccc([N+](=O)[O-])c2)cc1Cl	-3	-4
32	O=C(COc1ccc([N+](=O)[O-])cc1)NNC(=O)Nc1ccccc1F	-5	-2
33	COc1ccc(-c2nc(N)n(S(=O)(=O)c3ccc(C)cc3)n2)cc1	6	-3
34	O=C1CN(C(=O)CSc2ccccn2)c2ccccc2N1	-7	3
35	O=C(O)c1ccc(CNc2ccccc2C(=O)O)cc1	-4	5
36	COc1cccc(CNC(=O)CCS(=O)(=O)c2ccccc2Cl)c1	-3	6

Compound profiles, as listed above. Screens in order: H9c2 TAG inh, H9c2 TAG inh DAPI viability
`CC(=O)Nc1nc2c(s1)C(=O)NCC(C)(C)C2` is entered as 4, -4
`Cc1ccc(C(NC(=O)N2CCCC2)C(Cl)(Cl)Cl)cc1F` (stereo not given) is entered as -24, 1
`O=C1CN(C(=O)CSc2ccccn2)c2ccccc2N1` is entered as -7, 3
`O=C(COc1ccc([N+](=O)[O-])cc1)NNC(=O)Nc1ccccc1F` is entered as -5, -2
`Nc1nc(SCc2ccc(Br)cc2)[nH]c(=O)c1-c1ccccc1` is entered as -17, -2

Ordered by number of heavy atoms (lowest first): part of the list above
cpd	Structure	H9c2 TAG inh	H9c2 TAG inh DAPI viability
29	NC(=S)Nc1cccc2cnccc12	-4	0
28	CC(=O)Nc1nc2c(s1)C(=O)NCC(C)(C)C2	4	-4
25	Cc1ccc(C(NC(=O)N2CCCC2)C(Cl)(Cl)Cl)cc1F (stereo not given)	-24	1
33	COc1ccc(-c2nc(N)n(S(=O)(=O)c3ccc(C)cc3)n2)cc1	6	-3
26	O=C(O)c1ccccc1C(=O)NCCCCCCNC(=O)c1ccccc1C(=O)O	-13	-1

Next section.
cpd	Structure	H9c2 TAG inh	H9c2 TAG inh DAPI viability
37	COC(=O)[C@]1(C)N[C@H](c2ccc(-c3ccc(Cl)c(Cl)c3)c(OC)c2)[C@@H]2C(=O)N(C)C(=O)[C@@H]21	51*	-8.1*
38	COc1ccc(NC(=O)C(CC(=O)O)Cc2ccc(Br)cc2)cc1 (stereo not given)	-4	8
39	COc1ccc(NC(=O)NNC(=O)c2ccc3ccccc3c2)cc1OC	-32	2
40	CCCCCOC(=O)C1=C(C)Nc2nnnn2C1c1ccccc1Cl (stereo not given)	5	9
41	Cc1nn(C2CCS(=O)(=O)C2)c(C)c1CN(C)C(=O)c1ccc(Cl)cc1 (stereo not given)	1	1
42	Cc1cc(C)n(C(=O)COc2c(C)cccc2C)n1	-4	2
43	O=C(NCc1nc2ccccc2[nH]1)c1ccc(S(=O)(=O)N2CCOCC2)cc1	6	1
44	CC(O)CNCCCOc1cccc(Oc2ccccc2)c1 (stereo not given)	19	5
45	C[C@H](CO)N1C[C@H](C)[C@@H](CN(C)S(=O)(=O)c2ccc3c(c2)OCCCO3)OCc2cn(nn2)CCCC1=O	-2	4
46	CC(C)c1nnc(SCC(=O)N2CCN(C(=O)c3ccco3)CC2)n1N	1	2
47	N#Cc1cccc(NC(=O)CCc2ccc(S(=O)(=O)N3CCOCC3)cc2)c1	-19	4
48	CCN(CC(=O)Nc1ccc(NC(C)=O)cc1)C(=O)C1CC(=O)N(c2ccc3c(c2)OCCO3)C1 (stereo not given)	-3	10
49	Cc1ccc(-c2nnc(Nc3ccc(CC(N)=O)cc3)c3ccccc23)cc1S(=O)(=O)NCC1CCCO1 (stereo not given)	-6	-1
50	Cc1oc(-c2ccccc2F)nc1CS(=O)(=O)CC(=O)N1CCN(c2ccccc2)CC1	-6	-6
51	COc1ccc(N(CC(=O)NCc2cccs2)S(=O)(=O)c2ccc(F)cc2)cc1	-1	-6
52	CN(C)S(=O)(=O)c1ccc(Cl)c(NC(=O)COC(=O)c2ccc3c(c2)NC(=O)CS3)c1	2	-6
53	COc1cccc2cc(C(=O)Nc3ccc(S(=O)(=O)NCC4CCCO4)cc3)c(=O)oc12 (stereo not given)	-5	-4
54	N#Cc1nc(-c2ccc(OCc3ccc(Cl)cc3)cc2)oc1NCc1cccnc1	-5	13
55	Cc1nc(-c2ccccn2)nc(SCC(=O)c2ccccc2)c1Cl	-16	5
56	O=C(COc1ccc(S(=O)(=O)N2CCOCC2)cc1)N1CCN(c2ccccc2)CC1	-22	-3
57	O=C(c1ccc(S(=O)(=O)NCC2CCCO2)cc1)N1CCN(c2ccccc2F)CC1 (stereo not given)	-15	-3
58	CN(Cc1cc2ccccc2[nH]c1=O)S(=O)(=O)c1ccccc1	-1	-10
59	COc1cccc(CC(=O)Nc2ccc3c(c2)c(=O)n(C)n3-c2ccc(C(C)(C)C)cc2)c1	22	-2
60	O=C(CCN1CCN(CC(=O)Nc2ccccc2Cl)CC1)Nc1ccccc1F	17	-3
61	O=C(CN1CCN(c2ccc(F)cc2)CC1)Nc1ccccc1[N+](=O)[O-]	1	-3
62	CN(C)c1ccc(NC(=O)Nc2nnc([C@H]3C[C@H](O)[C@@H](CO)O3)s2)cc1	3	-3
63	O=C(C1CCCCC1)N1CCN(c2ncccn2)CC1	2	0
64	O=C(COc1ccc(Cl)cc1)NCc1nnc(SCC(=O)Nc2ccccc2)o1	11	-6
65	O=C(O)c1cnn(-c2ccccc2)c1C(F)(F)F	8	8
66	CCCCCN(C(=O)CCC(=O)OCC(=O)Nc1cccc(CC)c1)c1c(N)n(CCCC)c(=O)[nH]c1=O	7	-7
67	C[C@H](CO)N1C[C@H](C)[C@@H](CN(C)C(=O)Nc2ccc(C(F)(F)F)cc2)Oc2ccc(NC(=O)NC3CCCCC3)cc2C1=O	-5	-10
68	Cc1c(NC(=O)COc2ccc(C(C)C)cc2)c(=O)n(-c2ccccc2)n1C	8	-4
69	CC1(c2ccccc2)NC(=O)N(CC(=O)Nc2ccc(N3CCOCC3)cc2)C1=O (stereo not given)	1	2
70	O=C(Cn1cc(C(=O)c2cccs2)c2ccccc21)NCC1CCCO1 (stereo not given)	3	-4
71	Cc1noc(C)c1CN1C(=O)NC2(CCCCCCC2)C1=O	-9	10
72	CN(C)C(CNC(=O)c1ccc(NS(=O)(=O)c2cccc([N+](=O)[O-])c2)cc1)c1ccco1 (stereo not given)	8	-4
73	C=CCn1c(NCc2ccccc2)nc2ccccc21	-4	6
74	Cc1c(C(=O)N2CC3(CC(c4cccc(NC(=O)CC(c5ccccc5)c5ccccc5)c4)=NO3)C[C@@H]2C(N)=O)cc([N+](=O)[O-])cc1[N+](=O)[O-] (stereo not given in full)	54*	-1.2*
75	O=C(CSc1nnc2ccc(-c3cccnc3)nn12)Nc1ccc(F)cc1	9	-4
76	O=C(NC(=C(Cl)Cl)S(=O)(=O)c1ccc(Cl)cc1)c1ccccc1	7	-9
77	Cc1c(NC(=O)C23CC4CC(CC(C)(C4)C2)C3)c(=O)n(-c2ccccc2)n1C	14	-6
78	C[C@@H]1CN([C@H](C)CO)C(=O)CCCn2cc(nn2)CO[C@H]1CN(C)S(=O)(=O)c1ccccc1	-14	11
79	CC(=O)N1CCN(C(=O)c2ccc(NS(=O)(=O)c3ccc4[nH]c(=O)[nH]c4c3)cc2)CC1	-27	11
80	c1ccc2c(c1)SCc1nnc(-c3ccncc3)n1-2	13	-13
81	O=C(COc1ccc(F)cc1)Nc1ccc(-n2cnnn2)cc1	7	-4
82	Cc1ccc(Cl)c(OCC(=O)Nc2cc(S(=O)(=O)N3CCOCC3)ccc2N2CCCC2)c1	-7	0
83	CC(C)(C)c1cc(N/C=C\c2nnnn2-c2ccc(Br)cc2)no1	9	-3
84	O=C(COC(=O)c1cccc(OC(F)F)c1)NC(=O)NC1CCCCC1	13	4
85	CC(=O)NC(c1cccc(F)c1)c1nc(-c2cccc(C(F)(F)F)c2)cs1 (stereo not given)	-14	-5
86	Cc1ccc2c(c1)N=C(c1ccc(Cl)cc1)CO2	-30	7
87	COc1ccc(Cc2[nH]n3c(=O)cc(C(C)C)nc3c2-c2ccccc2)cc1	1	29
88	O=C(O)Cc1csc(-c2ccc(F)cc2)n1	9	0
89	CCN(CC)CCNC(=O)Cc1c(C(=O)O)n(C)c2ccccc12	-8	-6
90	CCn1c(C)nc2cc(C(=O)N/N=C(\C)c3ccc(OC)cc3O)ccc21	45	-16
91	Cc1nc2sc(C(c3cccc(F)c3)N3CCC(C)CC3)c(O)n2n1 (stereo not given)	0	-4
92	Cc1ccc(S(=O)(=O)CCC(=O)Nc2nnc(-c3ccccc3S(C)(=O)=O)o2)cc1	2	9
93	Nc1cccc(C(=O)Nc2ccccc2Cl)c1	-16	1
94	CC1CN(CCCOc2ccccc2-c2ccccc2)CC(C)O1 (stereo not given)	-4	-1
95	Cc1ccc(-c2noc(CSc3nnnn3C3CCCCC3)n2)cc1	-1	2
96	Nc1nc(SCc2ccc(F)cc2)n[nH]1	14	-7

New compounds follow.
cpd	Structure	H9c2 TAG inh	H9c2 TAG inh DAPI viability
97	O=C(CSc1ccccc1F)NC1CCS(=O)(=O)C1 (stereo not given)	0	6
98	CN[C@@H](C)C(=O)NC[C@H]1O[C@@H](n2cnc3c(N)ncnc32)[C@H](O)[C@@H]1O	-5	16
99	O=C(Nc1ccc(F)cc1)C1CCCN(C2=NS(=O)(=O)c3ccccc32)C1 (stereo not given)	12	-1
100	CCOC(=O)CCc1c(C)c(C#N)c2nc3ccccc3n2c1-n1cnc2ccccc21	-8	9
101	O=C(Nc1ccccc1Cl)N1CCn2c(nc3ccccc32)C1	-11	5
102	COC(=O)c1cn(NC(=O)C2CCCO2)c(=O)c2ccccc12 (stereo not given)	-5	6
103	O=C(CCCSc1nc2ccccc2[nH]1)NCc1ccco1	19	-13
104	O=C(CCNS(=O)(=O)c1ccc(Br)cc1)NCc1ccco1	-21	9
105	Cn1c(CCC(=O)O)nc2cc(S(=O)(=O)N3CCCCC3)ccc21	-16	-4
106	CCN(CC)CCCN(C(=O)c1ccco1)c1nc(-c2ccc(C)cc2)cs1	33	1
107	Cc1ccc(N(CC(=O)NCc2ccco2)C(=O)CCC(=O)Nc2ccccn2)cc1C	-1	-13
108	CN(CCc1ccccn1)C(=O)Nc1cc(Cl)cc(Cl)c1	-23	9
